Source: PubChem
Growth percent in the NCI-60 one-dose screen (48 h, 10 µM unless noted): 100 = growth as untreated, 0 = no growth, -100 = all killed.
HCT-116: HCT-116 colon cancer; actives 7.3% (n = 82,000)
UO-31: UO-31 renal cancer | actives 5.2% (n = 81,000) | AID 1794768
HCC-2998: HCC-2998 colon cancer; AID 1794799; actives 4.7% (n = 79,000)
HT29: HT29 colon cancer | AID 1794748 | actives 7.4% (n = 81,000)
TK-10: TK-10 renal cancer cells; actives 3.9% (n = 81,000); AID 1794769
HCT-15: HCT-15 colon cancer; actives 5.2% (n = 82,000)
SW-620: SW-620 colon cancer. actives 5.2% (n = 82,000)
786-0: 786-0 renal cancer cells; AID 1794775; actives 5.1% (n = 81,000)
SN12C: SN12C renal cancer cells; actives 3.8% (n = 81,000); AID 1794767
* hit, by the source's call; / = not tested or not shown; & = joins results of further samples; [ ] = remark or other dose. The calls were made as follows: active = growth percent below 10; inactive = the rest.

SMILES	HCT-116	UO-31	HCC-2998	HT29	TK-10	HCT-15	SW-620	786-0	SN12C
COc1cc2c(cc1-c1c(C)noc1C)ncc1nc(C3CCOCC3)n([C@H](C)COC(F)F)c12	40	16	48	25	25	23	59	48	57
Cn1cc(-c2nn3cc(-c4nccs4)nc3s2)c2cc(Cl)ccc21	101	87	107	101	169	98	101	106	95
C=CCOCCN	110	86	104	103	107	100	103	111	107
O=C1CCC/C=C\C[C@H]2C=C(Cl)C(=O)/C2=C/C[C@H](CCCCC(F)(F)F)OC(=O)CCC/C=C\C[C@H]2C=C(Cl)C(=O)/C2=C/C[C@H](CCCCC(F)(F)F)O1	-93*[7.5 µM]	-93*[7.5 µM]	-55*[7.5 µM]	-51*[7.5 µM]	-23*[7.5 µM]	1.5*[7.5 µM]	-31*[7.5 µM]	-55*[7.5 µM]	-27*[7.5 µM]
COc1ccc(OC)c(/C=C2\COc3ccc(O)c(O)c3C2=O)c1	3.3*	-26*	54	34	42	1.2*	9.8*	22	-4.7*
NC(=S)CN1CCOCC1	109	88	102	100	99	107	103	/	103
COc1cccc(C2=C(Br)C(=O)c3nc(C)ccc3C2=O)c1	28	47	91	104	82	21	29	68	41
Cc1cc2c(C(C)C)c(O)c(O)c(C(=O)C(=O)NC3CCCCC3)c2c(O)c1-c1c(C)cc2c(C(C)C)c(O)c(O)c(C(=O)C(=O)NC3CCCCC3)c2c1O	96	92	104	99	91	99	100	100	96
O=C(Cn1c(=O)sc2nc3ccccc3nc21)Nc1ncc(Cc2ccc(Cl)cc2)s1	95	68	109	106	95	101	91	98	90
OCCN1CSC(=S)NCCNC(=S)SC1	96	90	103	98	97	99	96	104	95
Cc1ccc2nc(NC(=O)CSc3nc(Nc4ccc(Cl)cc4)c(C#N)c(-c4ccccc4)n3)sc2c1	76	91	106	74	110	74	72	104	92
CCOC(=O)c1csc(NC(=O)c2ccc(N3CCCCC3)c([N+](=O)[O-])c2)n1	99	79	105	97	101	102	91	102	95
Clc1ccc(/C=N/Nc2nc3ccccc3s2)cc1	111	81	101	96	117	96	96	106	106
O=C(CN1CCOCC1)Nc1ccc2ncnc(Nc3ccc(Oc4cccc(F)c4)c(Cl)c3)c2c1	74	32	101	84	39	73	100	74	49
COC1=C(OC)C(=O)C(CCCCCCCCCCO)=C(C)C1=O	53	70	115	105	112	80	103	83	58
C[C@]1(C(=O)O)CC2CCC1C2 (stereo not given in full)	105	92	114	99	108	107	107	98	105
O=C1NC(=O)C(c2ccccc2)N1 (stereo not given)	110&105	75&91	129&106	104&109	105&93	107&100	103&100	106&101	103&96
O=C1CC2CC=CCN2C=C1NC(=O)c1ccc2ccccc2c1 (stereo not given)	89	97	99	89	87	101	111	88	102
Cc1ccc(-c2csc(NC(=O)CSc3nc(-c4ccccc4)cc(=O)[nH]3)n2)cc1	99	76	106	102	108	95	96	104	95
COC(=O)[C@]12CC[C@@H](C)[C@H](C)[C@H]1[C@H]1C(=O)C[C@@H]3[C@@]4(C)CCC(=O)C(C)(C)[C@@H]4CC[C@@]3(C)[C@]1(C)CC2	49	76	69	58	89	81	85	82	89

Next results
SMILES	HCT-116	UO-31	HCC-2998	HT29	TK-10	HCT-15	SW-620	786-0	SN12C
Clc1ccc(Nc2nc3ccccc3s2)cc1	80	49	/	102	103	72	/	85	81
NC(=S)N/N=C/c1ccc2c(c1)OCO2	101	96	104	98	98	99	112	109	102
CCN(CC)CC(O)CN1CCN(c2cccc(Cl)c2)CC1 (stereo not given)	98	81	/	114	119	104	103	105	108
CCCCOc1ccc(NCS(=O)O)cn1	104	64	105	97	92	99	98	97	94
CC(C)Nc1ccc(Nc2ccc(NC(C)C)cc2)cc1	26	87	61	27	63	93	48	66	31
Cn1c(=O)c2nc(NCC3CCCCC3)sc2n(C)c1=O	106	98	100	107	112	99	103	97	109
CN(C)c1ccc(Cc2cc(-c3ccccc3)nn(Cc3ccccc3)c2=O)cc1	79	63	99	78	96	90	89	90	87
O=C(CSc1nc2ccccc2c(=O)[nH]1)Nc1cccc(C(=O)O)c1	107	91	116	106	111	105	106	107	106
COc1ccc(Cn2cc3c(c2-c2cc(OC)c(OC)c(OC)c2)CCCc2cnoc2-3)cc1	19	31	32	15	68	20	26	37	36
O=C1[C@@H]2Cc3c([nH]c4ccccc34)[C@@H](c3ccc(Cl)cc3)N2C(=O)CN1C1CCN(Cc2c(F)cccc2F)CC1	18	24	6.2*	-10*	53	24	49	45	38
CCCCNCC(=O)Nc1cc(NC(=O)CNCCCC)c(C)c(NC(=O)CNCCCC)c1	93	87	102	87	92	109	102	102	98
Fc1ccc(-c2cs/c(=N\N=C\c3ccc(Cl)cc3)n2/N=C/c2ccc(Cl)cc2)cc1	103	109	92	70	83	107	103	79	109
COc1cc2nc(-c3ccc(C(F)(F)F)cc3)cc(OCCCN3CCCC3)c2cc1OC	24	32	70	21	100	13	29	48	44
C=C1C(=O)O[C@H]2[C@H]1CC/C(COC(=O)CCC(=O)NCCOCCOCC(=O)Nc1ccc(OC)c(C(N)=O)c1O)=C\CC[C@@]1(C)O[C@@H]21	69	92	112	101	96	92	64	92	93
COc1ccc2c(c1)OC(N)=C(C#N)C2c1cc(OC)c(OC)c(OC)c1 (stereo not given)	3.4*	47	15	0.8*	/	14	17	15	25
CNc1ccc(NC)c2c1C(=O)c1ccccc1C2=O	78	78	72	99	85	77	92	92	80
COc1ccc(Nc2[nH]n3c(=O)cc(-c4ccccc4)nc3c2C(=O)Nc2ccccc2)c(OC)c1	94	83	105	96	88	97	110	100	95
CCOC(=O)c1nc(Nc2ccc(NC(=O)Nc3ccc(F)cc3)cc2)c2ccccc2n1	101	81	/	106	120	100	97	106	99
CCOC(=O)/C(F)=C/C1CC1C1CCN(C(=O)OC(C)(C)C)CC1 (stereo not given)	99	82	111	78	104	89	101	105	63
COC(=O)C(c1ccccc1)c1ccccc1	94	91	108	104	101	89	101	96	90

Brought forward from above: 5 compounds, then new ones.
SMILES	HCT-116	UO-31	HCC-2998	HT29	TK-10	HCT-15	SW-620	786-0	SN12C
CNc1ccc(NC)c2c1C(=O)c1ccccc1C2=O	78	78	72	99	85	77	92	92	80
COc1ccc(Nc2[nH]n3c(=O)cc(-c4ccccc4)nc3c2C(=O)Nc2ccccc2)c(OC)c1	94	83	105	96	88	97	110	100	95
CCOC(=O)c1nc(Nc2ccc(NC(=O)Nc3ccc(F)cc3)cc2)c2ccccc2n1	101	81	/	106	120	100	97	106	99
CCOC(=O)/C(F)=C/C1CC1C1CCN(C(=O)OC(C)(C)C)CC1 (stereo not given)	99	82	111	78	104	89	101	105	63
COC(=O)C(c1ccccc1)c1ccccc1	94	91	108	104	101	89	101	96	90
O=[N+]([O-])c1ccc(CSc2ncc(Br)c(SCc3ccc([N+](=O)[O-])cc3)n2)cc1	74	/	94	/	93	80	88	80	73
COC(=O)c1ccc(O)c(N)c1	93	81	97	103	98	102	104	101	91
CC(=O)NS(=O)(=O)c1ccc(NCc2nc3ccccc3c(=O)[nH]2)cc1	81	79	104	108	/	97	102	100	100
Cc1nn(-c2ccccc2)c(/N=C/N(C)C)c1/C=C/C(=O)c1ccc(Cl)cc1	75	78	101	95	104	63	93	103	83
COc1ccc(C2Nc3ccccc3C(=O)N2/N=C(\C)c2c(O)cc(C)oc2=O)cc1 (stereo not given)	98	89	106	103	104	106	107	103	103
CC#Cc1nc(Nc2cc(C)[nH]n2)c2ccccc2n1	-16*[100 µM]	-6.2*[100 µM]	-86*[100 µM]	2.5*[100 µM]	3.1*[100 µM]	-0.5*[100 µM]	-1.3*[100 µM]	7.2*[100 µM]	-0.9*[100 µM]
CNc1cc(Nc2ccc(CC(=O)Nc3cc(C(C)(C)C)nn3C)cc2)ncn1	54	61	103	50	70	58	75	81	69
C=CCn1c(-c2ccccn2)n[nH]c1=S	103&97	93&94	105&91	109&101	108&99	99&106	104&114	102&103	95&102
Nc1c(C(=O)Nc2cccc(C(F)(F)F)c2)sc2nc3c(cc12)CCCC3	96	82	102	82	79	91	96	90	92
Cc1cccc(CC2S/C(=N/c3ccccn3)NC2=O)c1 (stereo not given)	86	91	113	97	99	61	99	87	95
CC1=NN(C(=O)c2cc(Cl)cc([N+](=O)[O-])c2)C(=O)C1N=Nc1ccccc1C(=O)O (stereo not given)	98	73	105	99	113	102	104	110	108
CN1CCN(Cc2ccc(NC(=O)c3cncc(C#Cc4cnc(N)c5cnccc45)c3)cc2C(F)(F)F)CC1	0.7*	-21*	20	-15*	13	7.9*	-11*	23	5.2*
Cc1ccc2nc(-c3cc4c([nH]c5ccccc54)c(-c4ccc(F)c(F)c4)n3)[nH]c2c1	15	65	89	19	117	33	101	100	82
COC1C(O)C(O)C(O)C(O)C1O (stereo not given)	99&111	92&91	88&130	81&103	92&108	107&105	111	96&116	111&87
NNC(=O)CSc1ncnc2c1c(-c1ccccc1)c(-c1ccccc1)n2-c1cccc(Cl)c1	94	58	83	90	117	105	90	94	84
O=C(Nc1cc(-c2ccccc2)nn1-c1ccccc1)c1ccccc1F	88&98	79	99&104	97&86	95&82	83&85	105&101	93&95	100&97
Cc1cc(O)c(C)c(C)c1Cl	105	96	114	98	104	106	118	101	98
O=C(/C(=C/c1ccc([N+](=O)[O-])cc1)SCc1ccc(Cl)cc1)c1ccc(F)cc1	-55*	46	85	-2.3*	95	-16*	-9.4*	77	46
Cc1cc(NCCN2CCNCC2)n2c(nc3ccccc32)c1C#N	75	86	104	85	96	99	94	87	91
COc1c(/C=N/N=c2sc(C(C)=O)nn2-c2ccc(C)cc2)c(O)cc2oc(C)cc(=O)c12	96&97	73&69	105&105	105&105	106&110	102&92	100&99	103&109	97&100

Laid out differently: entries from further up
> O=C1CCC/C=C\C[C@H]2C=C(Cl)C(=O)/C2=C/C[C@H](CCCCC(F)(F)F)OC(=O)CCC/C=C\C[C@H]2C=C(Cl)C(=O)/C2=C/C[C@H](CCCCC(F)(F)F)O1
  HCT-116: -93*[7.5 µM] | UO-31: -93*[7.5 µM] | HCC-2998: -55*[7.5 µM] | HT29: -51*[7.5 µM] | TK-10: -23*[7.5 µM] | HCT-15: 1.5*[7.5 µM] | SW-620: -31*[7.5 µM] | 786-0: -55*[7.5 µM] | SN12C: -27*[7.5 µM]

> CN1CCN(Cc2ccc(NC(=O)c3cncc(C#Cc4cnc(N)c5cnccc45)c3)cc2C(F)(F)F)CC1
  HCT-116: 0.7* | UO-31: -21* | HCC-2998: 20 | HT29: -15* | TK-10: 13 | HCT-15: 7.9* | SW-620: -11* | 786-0: 23 | SN12C: 5.2*

(more compounds)
SMILES	HCT-116	UO-31	HCC-2998	HT29	TK-10	HCT-15	SW-620	786-0	SN12C
CN1CCN(c2ccc3nc(/N=C/c4ccc5sc(-c6ccc(C(F)(F)F)cc6)nc5c4)sc3c2)CC1	101	102	98	91	106	94	100	103	93
Cc1cc(C(C)(CC(C)C)c2ccc(O)c(C)c2)ccc1O	94	85	103	99	141	85	117	102	86
CNc1ncnc2c1cnn2-c1ccccc1	97	80	98	97	98	94	98	98	99
O=C(CSc1nnc(-c2cc(-c3ccccc3)nc3ccccc23)o1)c1ccc(Br)cc1	101	83	113	/	/	109	107	104	98
Cn1cc(-c2csc(-c3cn(C)c4ccc(Br)cc34)n2)c2cnccc21	-90*	-90*	-84*	-76*	-76*	-79*	-70*	-92*	-92*
CC(C)(C)NC(=O)[C@H]1CCC2C3CCC4NC(=O)C=C[C@]4(C)C3CC[C@@]21C (stereo not given in full)	101	89	102	96	99	103	97	98	94
O=C(Cc1ccccc1)N(c1ccccc1)c1ccccc1	102	79	102	92	107	90	105	117	94
CC1(C)/C(=C/c2ccccc2)C(=O)c2ccccc21	98&98	81&90	119&106	106&101	99&102	97&107	95&107	102&93	94&108
CCCCCCCCCCC1CO1 (stereo not given)	102	82	102	108	112	104	106	101	102
COC(=O)c1ccc(Cl)c(NN)c1	105	71	98	106	112	98	105	100	102
Nc1ccc([N+](=O)[O-])cc1O	98	68	95	100	102	95	101	110	104
OC(CNCCN1CCNCC1)Cc1ccccc1 (stereo not given)	106	88	108	112	106	97	116	103	106
Nc1c(Br)cc(Br)c2c1[nH]c(=O)c1ccccc12	83	28	87	98	32	75	73	74	80
Cc1ccc(-c2nn(-c3ccccc3)cc2C2CC(c3cc4ccccc4oc3=O)=NN2C(N)=S)cc1 (stereo not given)	96	53	99	100	104	87	92	98	89
COc1cc(/C=C2N=C(/C=C/c3ccccc3)OC/2=O)cc(OC)c1OC	102	77	105	102	95	100	101	96	106
O=S(=O)(Nc1ccc(N2CCOCC2)c(F)c1)c1ccc(-c2cnc(C3CC3)o2)cc1	94	83	104	107	116	78	87	96	96
Cc1ccc(NC(=O)c2cc(NCc3cc(O)ccc3O)ccc2O)cc1	97	58	106	83	102	86	106	101	86
COc1cc(C2CC(c3ccc(C)cc3)=Nc3c(N)nc(N)nc3N2)ccc1Oc1nc(NCCO)nc(N2CCOCC2)n1 (stereo not given)	96	89	104	107	114	100	106	69	88
COCCNC(C)=O	105	98	118	108	102	100	105	98	98
COc1ccc2[nH]cc(-c3nc(-c4ccsc4)cs3)c2c1	85	81	108	95	123	85	101	106	94

Remaining list, next part
SMILES	HCT-116	UO-31	HCC-2998	HT29	TK-10	HCT-15	SW-620	786-0	SN12C
O=C1CSC(=S)N1Cc1ccccc1	89&103	91	102&97	102	106	97&102	93&115	97&106	98&107
CCCCCCCCCCCCCCCCOc1ccc(S(=O)(=O)N(C)C)cc1[N+](=O)[O-]	98	98	122	96	86	97	113	67	93
NCC(=O)NCC(=O)NCC(=O)NCC(=O)NCC(=O)NCC(=O)O	110	89	110	110	96	101	103	103	94
COC(=O)[C@H](NS(=O)(=O)N(c1cccc(F)c1)C1CCN(Cc2ccc(F)cc2)CC1)C(C)C	69	72	96	80	94	93	96	76	84
Cc1ccc(S(=O)(=O)N(CCn2ccnc2[N+](=O)[O-])CCn2ccnc2[N+](=O)[O-])cc1	102	76	114	112	98	103	100	101	105
